Bioassay records as filed in PubChem.
uPA surface inh: qHTS for Inhibitors of Cell Surface uPA Generation | AID 540303, 2011 | Potency, µM (titrated, usually from 38.3 µM), for the others: at the top dose activity change, negative = inhibition, actives largely listed as inhibitors | actives 0.31% (n = 330,000) | cell surface uPA generation assay, qHTS; active means well fitted inhibition curve with a large enough effect; inconclusive means small, poorly fitted or top-dose-only effect; inactive means no such curve, though single readings can be large or run the other way; tested in mouse RAW 264.7 cells; further: potency means the concentration at half of the fitted maximal effect; nearly all actives have a fitted effect of over 55% in size
Giardia kill: Small Molecules that selectively kill Giardia lamblia: qHTS. Giardia lamblia trophozoite viability. actives 0.15% (n = 340,000). activity change, % at 7.66 µM, hits read low; in the data active means activity change below about -80%; inconclusive means between about -30% and that limit;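 further: parasites exposed to compound for two days anaerobically before the ATP read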
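Compounds were tested on trophozoites seeded at 100 cells/well and held 48 hrs at 37 deg C anaerobically. An ATP-based luminescent kit measured the remaining live cells.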
B2AR arrestin: qHTS assay of beta-arrestin-biased ligands of beta2-adrenergic receptor; Beta-2 adrenergic receptor (Homo sapiens), P07550; beta-arrestin recruitment to beta2AR, cell-based reporter; Potency, µM (top dose mostly 46.1 µM), for inactives: top-dose activation, usual class: activators; actives 0.02% (n = 330,000);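 further: potency means the concentration at half of the fitted maximal effect; 0% = DMSO controls and full agonism = EC100 isoproterenol or metaproterenol; nearly all actives have a fitted effect of over 65% in size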
GALK inhibitor: qHTS Assay for Inhibitors of Human Galactokinase (GALK); P51570; actives 0.007% (n = 270,000); Purified GALK, Kinase-Glo residual ATP luminescence; Potency, µM (highest dose often 57.5 µM), inactives show top-dose activity change, negative = inhibition, usual class: inhibitors; AID 1868, 2009; further: potency means the concentration at half of the fitted maximal effect
Target sequence (P51570 whole entry, looked up): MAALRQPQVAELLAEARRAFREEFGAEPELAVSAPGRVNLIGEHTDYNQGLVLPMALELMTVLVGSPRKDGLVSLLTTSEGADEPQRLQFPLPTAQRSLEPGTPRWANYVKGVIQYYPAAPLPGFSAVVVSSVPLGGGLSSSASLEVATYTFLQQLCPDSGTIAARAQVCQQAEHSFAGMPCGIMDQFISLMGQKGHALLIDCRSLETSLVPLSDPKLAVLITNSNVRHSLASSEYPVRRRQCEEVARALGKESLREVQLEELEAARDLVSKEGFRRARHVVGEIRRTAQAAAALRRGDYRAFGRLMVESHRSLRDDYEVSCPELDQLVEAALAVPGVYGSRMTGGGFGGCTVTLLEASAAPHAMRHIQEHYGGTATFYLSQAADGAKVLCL
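Human GALK (5 nM) with 35 uM ATP and 100 uM galactose in 20 mM HEPES pH 8.0, 5 mM MgCl2, 60 mM NaCl, 1 mM DTT, 0.01% BSA. After 1 h at room temperature, leftover ATP was read by Kinase-Glo Plus luminescence.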
PKM2 activator: qHTS Assay for Activators of Human Muscle isoform 2 Pyruvate Kinase; Potency, µM (doses to about 57.5 µM), without a hit: top-dose activation, actives largely listed as activators; actives 0.34% (n = 260,000); Pyruvate kinase PKM (Homo sapiens), P14618; purified PKM2, Kinase-Glo ATP luminescence, activation; response scale: 0% is enzyme alone, no compound; further: potency means the concentration at half of the fitted maximal effect; nearly all actives have a fitted effect of over 55% in size
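hPK-M2, >95% pure; 0.1 mM ADP / 0.5 mM PEP final; imidazole pH7.2 buffer w/ 7 mM MgCl2, 50 mM KCl; 1 h RT; Kinase-Glo lum. Intermediate enzyme activity for dual inhibitor/activator qHTS.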
FBPA coupling cs: qHTS Assay for Inhibitors of Fructose-1,6-bisphosphate Aldolase from Giardia Lamblia: Coupling assay counterscreen; actives 0.67% (n = 290,000); coupling enzyme system counterscreen, AmpLite Red fluorescence; activity change, negative = inhibition, % at 58.2 µM, hits read low; in the data active means activity change below about -30%
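Counterscreen lacking aldolase: glyceraldehyde-3-phosphate coupling-enzyme reagent preincubated 10 min at RT with compound (at 57.5 uM final), then substrate/coupling system with AmpLite Red added; fluorescence read at 525/598 nm after 20 min RT.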
Eya2 phos inh: qHTS Assay for Inhibitors of the Phosphatase Activity of Eya2; Protein phosphatase EYA2 (Homo sapiens), O00167; recombinant Eya2, OMFP fluorescence dephosphorylation (OMFP is methylfluorescein phosphate); Potency, µM (series often up to 76.9 µM), for inactives: at the top dose activity, negative = inhibition, usual class: inhibitors; actives 0.006% (n = 330,000); AID 488837, 2010; further: potency means the concentration at half of the fitted maximal effect
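Eya2 (0.2 uM) preincubated 10 min at ambient with compound, then OMFP substrate added at 50 uM; 10 min reaction in 50 mM HEPES pH 7.5, 50 mM NaCl, 5 uM MgCl2, 0.05% BSA, 1 mM DTT. Fluorescence read at Ex 485/Em 525 nm.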
BCR signal inh: qHTS Assay to Find Inhibitors of Chronic Active B-Cell Receptor Signaling; ABC-DLBCL IkBa-CBG/CBR reporter, luminescence ratio, 4 h; Potency, µM (series often up to 46.1 µM), for the others: at the top dose ratio change, negative = lower green/red ratio, hits mostly inhibitors; actives 0.05% (n = 340,000); active means well fitted inhibition curve with a large enough effect in the signal ratio, with a control signal flat, not every such curve was filed as active; inconclusive means small, poorly fitted or top-dose-only effect, or effect the other way, or a change in a side signal; the % refers to the signal ratio;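 further: potency means the concentration at half of the fitted maximal effect; plate controls were basal doxycycline-induced cells for no effect and cells given 10 µM MG132 for full effect; MG132 reads +100%, hits lower the ratio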
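Doxycycline induced both beetle luciferases in TMD8 lymphoma cells; IKK-driven degradation limits the IkappaBalpha-fused green signal, while red luminescence normalises for cell number and nonspecific effects. Compounds tested up to 46 uM, 4 hrs.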
USP2a block: qHTS Assay for Inhibitors of Ubiquitin-specific Protease USP2a Using CHOP2 as the Reporter | Ubiquitin carboxyl-terminal hydrolase 2 (Homo sapiens), O75604 | Potency, µM (doses to about 38.3 µM), for the others: at the highest dose activity change, negative = inhibition, usual class: inhibitors | actives 0.01% (n = 330,000) | USP2 core, Ub-CHOP2 coupled fluorogenic reporter, 485/531;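 further: potency means the concentration at half of the fitted maximal effect; plate controls were DMSO wells for no effect and full inhibition by NEM control for full effect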
Target sequence (O75604 whole entry, looked up): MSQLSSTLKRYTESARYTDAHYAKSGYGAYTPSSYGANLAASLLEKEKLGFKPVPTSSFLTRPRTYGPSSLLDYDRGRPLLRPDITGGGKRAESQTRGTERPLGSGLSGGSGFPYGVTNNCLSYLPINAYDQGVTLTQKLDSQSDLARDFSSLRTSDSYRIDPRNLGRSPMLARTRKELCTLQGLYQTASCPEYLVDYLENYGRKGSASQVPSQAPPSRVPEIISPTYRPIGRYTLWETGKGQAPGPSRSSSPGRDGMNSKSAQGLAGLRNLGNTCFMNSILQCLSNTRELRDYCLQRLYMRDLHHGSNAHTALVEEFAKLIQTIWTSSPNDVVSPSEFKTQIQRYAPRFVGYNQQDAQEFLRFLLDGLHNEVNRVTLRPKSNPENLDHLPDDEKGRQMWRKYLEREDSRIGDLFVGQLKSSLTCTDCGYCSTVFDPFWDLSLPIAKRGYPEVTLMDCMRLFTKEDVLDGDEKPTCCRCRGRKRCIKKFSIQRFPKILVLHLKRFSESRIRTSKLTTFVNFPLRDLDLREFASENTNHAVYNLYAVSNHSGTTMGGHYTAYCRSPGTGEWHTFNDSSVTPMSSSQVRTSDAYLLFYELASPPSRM
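Cell-free coupled assay: 10nM USP2 core preincubated 30min RT with compound in Tris-HCl pH 8.0/CaCl2/CHAPS buffer, then 25nM Ub-CHOP2 and 25nM reporter substrate; fluorescence (Ex 485/Em 531) read after 60min RT, normalized to NEM inhibition, concentration-response curves fitted.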
KCNH2 3.1 inh: qHTS for Inhibitors of KCHN2 3.1: Mutant qHTS. Potassium voltage-gated channel subfamily H member 2, brain isoform KCNH2 3.1 (human). U2OS KCNH2 3.1, thallium flux FluxOr; active compounds read low. activity change, % (tested at about 1.8 µM). actives 0.95% (n = 340,000);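 active means maximum activity change below -70%; inconclusive means maximum activity change from -70% to -50%; inactive means maximum activity change above -50%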;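 further: thallium influx rate constant from kinetic fluorescence after stimulation buffer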
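Normalized rate constant (relative to positive and negative DMSO controls) derived from a 2 min kinetic fluorescence read after stimulation; U2OS cells expressing the 3.1 isoform via virus at 1.77 x 10^8 /mL.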
hERG WT inh: qHTS for Inhibitors of KCHN2 3.1: Wildtype qHTS. U2OS, BacMam KCNH2, thallium flux FluxOr; active compounds read low. activity change, % at 1.84 µM. actives 0.37% (n = 340,000). AID 720551, 2013;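 active means maximum activity change below -70%; inconclusive means maximum activity change between -70% and -50%; inactive means maximum activity change above -50%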
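U2OS cells were transduced with wild-type KCNH2 virus (2.03 x 10^8 / mL) for 4 h at room temperature, then cultured overnight at 37 C. Thallium flux was read with FluxOr dye. Rate constants were normalized to DMSO controls.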
* marks the source's active call; other numbers are inactive results; ? = inconclusive; nt = not tested or not shown; [ ] = remark or other dose. Unless noted, the call rests on the fitted dose curve; in most records, active means well fitted curve in the direction sought with a large enough effect; inconclusive means small, poorly fitted or top-dose-only effect, or another doubt; inactive means no such curve, though single readings can be large; an effect the other way counts as inactive or inconclusive. Unless noted, on the % scale 0 is the no-effect control and ±100 the full control effect. The order is random; overall some 2.4% were active at least once.

SMILES	uPA surface inh	Giardia kill	B2AR arrestin	GALK inhibitor	PKM2 activator	FBPA coupling cs	Eya2 phos inh	BCR signal inh	USP2a block	KCNH2 3.1 inh	hERG WT inh
Cn1nc(C(=O)NNC(=O)C(CCC(N)=O)NS(=O)(=O)c2ccc(Cl)cc2)c2ccccc2c1=O (configuration not stated)	3%	16	-0.1%	nt	nt	nt	-8%	0%	1%	-6	1
O=S(=O)(c1cccs1)N1CCN(CC(O)COC2CCCc3ccccc32)CC1 (configuration not stated)	5%	5	0.0%	3%	2%	3	9%	0%	-1%	-9	2
Cc1ccc(C(C)C)c(OCC#CCN2CCOCC2)c1	17%	4	0.5%	4%	1%	-3	8%	-2%	-1%	8	2
Cc1noc(C(=O)N2CC3(C)CC2CC(C)(C)C3)c1Cl (configuration not stated)	-12%	-28	-0.2%	1%	0%	1	11%	2%	1%	1	3
O=C(CSc1nc2cc(Cl)ccc2o1)Nc1ccc(N2CCOCC2)cc1	nt	-10	-0.1%	-1%	1%	10	8%	-1%	0%	-6	-1
CC(NC(=O)c1ccco1)C(=O)N1CCN(S(=O)(=O)c2ccccc2C#N)CC1 (configuration not stated)	13%	13	0.3%	nt	nt	nt	-6%	0%	0%	20	-19
Nc1c(C(=O)Nc2ccc(Cl)c(C(=O)O)c2)sc2nc3c(cc12)CCCC3	?	-3	0.3%	-6%	nt	nt	-7%	?	-5%	12	-3
C/C(Cc1ccccc1)=N/NC(=O)CCCC(=O)N/N=C(/C)Cc1ccccc1	6%	-6	-0.1%	1%	4%	2	8%	-10%	2%	13	6
COc1ccccc1-c1c(C#N)c(SCC(=O)N2CCCC2)nc(C)c1C(N)=O	nt	nt	-0.1%	-1%	-1%	-2	11%	-1%	1%	nt	nt
Cc1ccc(S(=O)(=O)N2CCN(CC(=O)NC(C)c3ccccc3)CC2)cc1 (configuration not stated)	1%	4	0.2%	nt	nt	nt	0%	7%	-1%	8	-1
CCc1ccccc1NC(=S)N(CCc1ccncc1)C(C)C	-14%	0	0.1%	0%	1%	2	-7%	-12%	0%	1	3
COc1cccc(NC(=O)NNC(=O)CCc2ccc(O)c(O)c2)c1	1%	30[activator]	0.2%	4%	-30%	-3	-2%	1%	1%	1	-3
COc1cccc(OC(=O)N2CCOCC2)c1	7%	7	0.4%	1%	-13%	-2	-7%	0%	0%	7	1
COc1ccc(CCC(=O)NC(C)C2CCCO2)cc1 (configuration not stated)	-11%	-10	-0.3%	4%	-2%	5	-1%	-1%	0%	14	-1
O=C(O)C1CCC(=O)N1C(=O)OCc1ccccc1 (configuration not stated)	-5%	3	-0.9%	-2%	0%	5	8%	-2%	1%	3	6
Cc1nc(C(C)NC(=O)c2cc(COc3ccc(F)c(F)c3)on2)cs1 (configuration not stated)	-2%	8	0.3%	6%	nt	nt	-5%	-1%	-1%	-8	-6
CCOc1ccccc1OCC(=O)Nc1ccc(OC)c(S(=O)(=O)N2CCCCC2)c1	0%	-3	-0.3%	nt	nt	nt	0%	-11%	1%	2	11
CN(C)S(=O)(=O)c1cccc(NC(=O)COC(=O)CCSc2ccc(Cl)cc2)c1	-1%	-14	0.4%	0%	7%	0	-8%	24%	1%	-12	-21
O=C(CN1CCN(S(=O)(=O)c2ccc(Br)cc2)CC1)N/N=C/c1cccs1	-3%	5	-0.6%	2%	6%	-3	-3%	-4%	4%	3	-14
CCN1CCN(CCCNC(=O)c2ccccc2NC(=O)C2=C(C)OCCS2)CC1	-2%	12	-0.8%	-7%	nt	nt	1%	1%	1%	4	4
COc1ccc(-n2nc(C(=O)NCC(=O)N3CCN(Cc4ccccc4)CC3)c3ccccc3c2=O)cc1OC	-3%	1	0.1%	-1%	4%	-1	-6%	0%	0%	-7	-6
COC(=O)C1=C(C)N(Cc2ccc(OC)cc2)C(=O)C1	nt	1	0.2%	-3%	-5%	-1	-2%	-2%	-1%	-9	7
COc1ccc(Cl)cc1NC(=O)C(C)Sc1n[nH]c(N)n1 (configuration not stated)	-3%	6	-2.8%	1%	3%	1	-9%	-1%	2%	-27	-2
O=C(CS(=O)(=O)c1ccccc1)Nc1nc(-c2ccccc2)cs1	22%	22	0.2%	-5%	?	-8	-1%	?	2%	nt	-9
CCOc1ccccc1OCCCCCc1c(C)n[nH]c1C	nt	-6	-0.4%	0%	0%	-1	-22%	-1%	4%	13	8
Cc1ccc(NC(=O)CCOc2ccccc2C)cc1F	3%	-4	-0.4%	5%	-8%	0	-5%	15%	-7%	-2	-1
CCn1c(=O)c(C(=O)Nc2ncccc2O)c(O)c2ccccc21	-3%	21	-2.0%	1%	0%	-7	11%	?	-2%	7	-4
COC(=O)c1c(NC(=O)c2cccs2)sc2c1CCC(C)C2 (configuration not stated)	-2%	-8	0.4%	-2%	-1%	0	-8%	?	0%	-5	-1
COc1ccc(CNC(=O)[C@H](C)NC(=O)C2CCN(C(=O)[C@@H](N)Cc3ccccc3)CC2)cc1	3%	2	0.5%	nt	3%	0	11%	16%	0%	2	-5
O=C(NCc1ccccc1)C1C2C=CC3(CN(Cc4cccnc4)C(=O)C13)O2 (configuration not stated)	nt	-4	-0.8%	-1%	0%	2	9%	-1%	-3%	-4	-15
CCCCc1nnc(NC(=O)CSCc2cc(=O)n3c(C)csc3n2)s1	-15%	-19	0.1%	-2%	nt	nt	-3%	-13%	0%	31	3
COc1ccc(S(=O)(=O)Nc2nncs2)cc1	1%	-3	-0.1%	-1%	-4%	8	3%	0%	2%	-8	-1
CCc1c(C(=O)Nc2ccncc2)csc1C	nt	5	-0.4%	-5%	2%	0	2%	-4%	-2%	-18	-2
O=C(Nc1nnc(C2CC2)s1)C1Cc2ccccc2CN1C(=O)c1ccco1 (configuration not stated)	-28%	-14	0.1%	1%	2%	-4	3%	?	7%	-3	-18
CCOC(=O)N1CCC(NC(=O)c2ccc(NC(=O)C3CCCO3)cc2)CC1 (configuration not stated)	0%	0	0.0%	0%	-3%	0	-15%	1%	3%	6	-12
COc1ccc(/C=C(\NC(=O)c2ccc([N+](=O)[O-])cc2)C(=O)N2CCOCC2)cc1	-1%	2	-0.1%	0%	-4%	1	-2%	?	2%	-38	11
Cc1cccc(C(=O)OCC(=O)N(C)C(c2ccccc2)c2ccccc2)c1[N+](=O)[O-]	-3%	3	-0.7%	nt	nt	nt	-4%	?	-12%	-10	-6
Cc1nn(Cc2nnc(SCC(=O)Nc3ccc(Cl)cc3)n2C)c(C)c1[N+](=O)[O-]	-1%	-18	-0.4%	nt	13%	0	10%	-3%	0%	-5	1
COc1ccc(Cl)c2c1[nH]c1nc(SCc3ccccn3)nnc12	-1%	6	6.1%	-1%	21%	-3	16%	?	-2%	15	0
COc1ccc(C(=O)CN2CC(C)SC2=Nc2ccc(Cl)cc2)cc1 (configuration not stated)	-1%	10	-0.7%	-1%	-19%	4	-4%	6%	0%	-10	16
Cc1cc(C)n2nc(C(=O)OCC(=O)NCc3ccc(Cl)cc3)nc2n1	6%	4	-1.0%	nt	nt	nt	2%	2%	-1%	17	-7
Cc1ccc(C(=O)NCC(=O)NCC(c2cccs2)N2CCOCC2)cc1 (configuration not stated)	?	15	0.3%	nt	nt	nt	21%	3%	-1%	27	6
O=C(CNS(=O)(=O)c1cccc(F)c1)OCC(=O)N1CCCC1=O	-3%	6	-0.2%	nt	nt	nt	4%	2%	0%	-14	-1
CCOC(=O)CSc1nnc(CNC(=O)c2cccs2)n1-c1cc(C)ccc1C	nt	11	0.4%	-1%	11%	8	?	nt	-1%	14	-2
COc1cc(/C=N/NC(N)=O)ccc1OCC(=O)Nc1cc(C)c(C)cc1Br	15%	4	-0.3%	5%	-2%	0	-2%	0%	0%	-13	-4
